Screening data: PubChem BioAssay, several laboratories
H9c2 protect: modulators protecting cardiomyocytes from myocardial damage; H9c2 cardiomyocytes, H2O2 injury protection, ATPLite, 2 h; protection from H2O2 cell death, % at 20 µM; hit rate 0.63% among 360,000; AID 588492;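 active = compounds giving at least 50% protection of heart cells from peroxide-induced death in the single-dose screen, raw or plate-pattern-corrected value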;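 note: 0% = DMSO wells with peroxide and 100% = DMSO wells without peroxide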
CaV13 FRET inh: Disruptors of the CACNA1D IQ motif to Ca2+-dependent inactivation inhibitor domain association, primary screening, Förster resonance energy transfer in intact living …; HEK cells, CFP/YFP FRET ICDI-IQ, plate reader, 10 min; percent FRET-ratio fall versus neutral wells; AID 743397; hit rate 0.098% among 340,000; inhibition, % at 12.3 µM;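 active = mean replicate inhibition of at least 30% and at least 1% of replicates passing that level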;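 note: 0% = median of the neutral control wells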
MC4R ag barr: agonists of human melanocortin 4 receptor (MC4R) beta-arrestin | hit rate 0.98% among 360,000 | U2OS MC4R beta-arrestin complementation, luminescence; percent of melanotan II response, DMSO zero | activation, % at 8.9 µM | AID 540308;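 active = activation above a per-plate cutoff, the mean activation of sample wells on that plate plus 3 SD, cut at about 8% in these data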
Target sequence (P32245 whole entry, looked up): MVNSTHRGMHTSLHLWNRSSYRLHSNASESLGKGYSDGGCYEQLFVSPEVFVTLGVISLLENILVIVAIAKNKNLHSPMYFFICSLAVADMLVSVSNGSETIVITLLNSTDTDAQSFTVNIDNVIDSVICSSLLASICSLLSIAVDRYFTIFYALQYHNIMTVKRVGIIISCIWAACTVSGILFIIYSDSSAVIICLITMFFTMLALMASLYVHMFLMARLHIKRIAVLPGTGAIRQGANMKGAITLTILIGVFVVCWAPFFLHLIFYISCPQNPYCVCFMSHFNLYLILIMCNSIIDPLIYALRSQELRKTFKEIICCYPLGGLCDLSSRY
HTR2A ag: mouse HTR2A agonism via beta-arrestin recruitment. AID 624169. CHO-K1 mHTR2A beta-arrestin complementation, luminescence; percent of 30 µM serotonin response. hit rate 0.66% among 360,000. activation, % at 7.6 µM. P35363;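 active = activation above a run cutoff, the mean activation of all tested compounds plus 3 SD, cut at about 14% in these data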;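 note: 0% = plate median of compound wells and 100% = 30 µM serotonin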
Target sequence (P35363 whole entry, looked up): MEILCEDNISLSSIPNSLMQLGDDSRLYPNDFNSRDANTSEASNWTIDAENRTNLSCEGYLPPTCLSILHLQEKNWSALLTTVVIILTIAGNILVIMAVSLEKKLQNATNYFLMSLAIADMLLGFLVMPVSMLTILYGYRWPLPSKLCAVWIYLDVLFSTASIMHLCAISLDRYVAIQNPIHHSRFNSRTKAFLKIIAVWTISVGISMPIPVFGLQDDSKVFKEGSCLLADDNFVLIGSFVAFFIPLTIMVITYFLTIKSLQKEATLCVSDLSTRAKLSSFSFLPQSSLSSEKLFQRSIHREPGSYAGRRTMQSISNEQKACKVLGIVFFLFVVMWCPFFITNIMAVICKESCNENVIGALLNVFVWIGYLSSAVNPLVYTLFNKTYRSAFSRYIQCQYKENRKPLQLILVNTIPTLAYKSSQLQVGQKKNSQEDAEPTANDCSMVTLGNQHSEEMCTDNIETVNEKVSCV
ABHD5 PLIN5 PPI: blocks binding of human ABHD5 to perilipin-5; Split G. princeps luciferase complementation, luminescence, 4 h; hit rate 0.78% among 360,000; inhibition, % at 4 µM;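 active = inhibition above the mean inhibition across every tested compound plus 3 SD, cut at about 22% in these data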;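 note: 0% = DMSO only wells and the 100% control is not disclosed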
N-glyco inh: N-linked glycosylation inhibition; hit rate 0.23% among 360,000; D54 ERlucT glycosylation luciferase reporter, 24 h; percent of 100 nM tunicamycin response; reporter increase, % at 12.5 µM; AID 588692;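 active = mean luciferase reporter signal, scaled so untreated is 0 and the glycosylation-blocking control 100, at or above a set limit in every replicate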;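 note: luciferase carries N-glycosylation sites so blocking glycosylation raises the light; 0% = median of neutral control wells and 100% = median of 100 nM tunicamycin wells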
Granule exo inh: blocks lytic granule exocytosis | TALL-104 LAMP-1 surface exposure, flow cytometry; cells stimulated with thapsigargin and PMA | inhibition, % at 10 µM | hit rate 0.66% among 360,000 | AID 651702;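 active = inhibition above about 55%, limit read from the data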
PDI inh: PDI (human) enzyme inhibition | hit rate 0.052% among 350,000 | AID 588391 | PDI insulin aggregation turbidity, A650, 90 min | inhibition, % at 10 µM;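 active = mean inhibition across replicates of 30% or more, whatever share of single replicates reach that level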;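 note: absorbance from insulin aggregation driven by PDI reduction with DTT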
ABCB6 inh 2: inhibitors of human ABC transporter ABCB6. K562-ABCB6 porphyrin accumulation, flow cytometry, 1 h; active compounds read low. AID 602162. hit rate 0.19% among 360,000. fluorescence ratio to DMSO, % at 10 µM;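 active = fluorescence ratio to DMSO below 75%, the collection mean minus 3 SD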;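 note: signal is porphyrin accumulated inside mitochondria; 100% equals median channel fluorescence of DMSO control wells; lower ratio means ABCB6 inhibition with less porphyrin fluorescence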
MC4R antag cAMP: human MC4R antagonism in cAMP assay; P32245; MC4R-expressing cells, MTII-stimulated cAMP, LANCE TR-FRET; inhibition, % at 6.5 µM; hit rate 0.48% among 360,000;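 active = inhibition above its plate's cutoff, the mean of tested wells on that plate plus 3 SD, cut at about 29% in these data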;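 note: 0% = Melanotan II alone and 100% = Melanotan II plus saturating MCL0020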
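System: U2OS-MC4R stable cell line; Technique: Eu-cAMP/anti-cAMP TR-FRET, emission 671 nm; Repeats: single well per compound; Also added: Melanotan II; Dosing: one concentration, 6.5 µM nominal; Schedule: 30-min compound, 1-h challenge, 1-h detection, room temperature.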
* marks the source's active call; other numbers are inactive results; i = inactive; · = not tested or not shown. An excerpt, so the mix of outcomes need not match the whole.

nr	compound	H9c2 protect	CaV13 FRET inh	MC4R ag barr	HTR2A ag	ABHD5 PLIN5 PPI
1	C[C@]12CC[C@H](O)CC1=CC[C@@H]1[C@@H]2CC[C@]2(C)C(=O)CC[C@@H]12	-12	-5	-1.2	0	1
2	COc1cccc(C(=O)C2CCCN(Cc3cccc(C)n3)C2)c1 (configuration not stated)	-3	5	-1.8	-7	1
3	COc1ccccc1-n1c(O)c(C=NCCN2CCNCC2)c(=O)[nH]c1=O	7	-4	-0.3	6	2
4	COc1ccc(-n2c(O)c(C(C)=NCc3ccco3)c(=O)[nH]c2=O)cc1	-1	-5	1.1	1	2
5	COc1cccc(C2=NOC(C(=O)N3CCC4(CC3)OCCO4)C2)c1 (configuration not stated)	-7	-9	-1.1	4	1
6	O=C(NC1CONC1=O)OCC(Cl)(Cl)Cl (configuration not stated)	0	-5	0.2	3	-1
7	O=c1cccc2n1CC1CC2CN(C(c2cccc(F)c2)c2sc3ncnn3c2O)C1 (configuration not stated)	5	-7	-2.5	16*	0
8	Cc1cccc(CN2CCN(c3ccc(Cl)cc3)CC2)c1	-9	3	2.7	-2	-5
9	CC(=O)OC1C(O)C2=C3C4(C)C1C(C)(C)C(=O)CC4C3(O)C(OC(C)=O)C1(CC1C)C2=O (configuration not stated)	·	-11	·	5	22*
10	CCOC(=O)/C(=N\Nc1ccccc1)N1CC1	2	-5	-3.8	1	3
11	CNCCCc1ccccc1	-1	-5	3.7	2	3
12	CCc1ccc(C2=NN(CCC(=O)N3CCC4(CC3)OCCO4)C(=O)CC2)cc1	3	-15	2.1	5	-4

nr	N-glyco inh	Granule exo inh	PDI inh	ABCB6 inh 2	MC4R antag cAMP
1	-3	-5	9	88	0
2	-1	-2	-37	110	-2
3	3	0	3	93	-2
4	0	-2	-9	89	3
5	0	0	17	97	4
6	1	-10	0	105	0
7	3	-2	·	96	10
8	-3	5	-4	99	22
9	·	17	·	96	·
10	2	1	-6	100	4
11	0	6	-4	100	-2
12	1	-10	0	95	-1

(next part)
nr	compound	H9c2 protect	CaV13 FRET inh	MC4R ag barr	HTR2A ag	ABHD5 PLIN5 PPI
13	COc1ccc(/C=C2/C(=O)NC(=O)N(c3ccccc3)C2=O)cc1CN1C(=O)c2ccccc2C1=O	22	·	3.6	-7	18
14	COP(=S)(OC)Oc1ccc(Sc2ccc(OP(=S)(OC)OC)cc2)cc1	-30	-5	0.8	0	-10
15	CCOP(=O)(OCC)OCC	-1	·	-0.5	3	4
16	O=C1NC(=O)N(c2ccc3c(c2)OCO3)C(=O)/C1=C/c1cccs1	9	-3	-2.9	-3	29*
17	CN1CC(C(=O)c2ccc(Cl)cc2)C(c2ccccc2F)C1 (configuration not stated)	0	5	1.9	1	3
18	CC1(CCCc2ccc(N(CCCl)CCCl)cc2)NC(=O)NC1=O (configuration not stated)	-3	-6	-0.1	4	9
19	CC1CN(CC(=O)c2ccccc2Cl)CC(C)O1 (configuration not stated)	16	-3	-0.5	0	7
20	c1ccc(CNCCc2c[nH]c3ccccc23)cc1	-4	-3	-1.8	41*	-1
21	C1=C(c2ccccc2)CCNC1	14	-6	3.1	4	7
22	COc1ccc(CC2C(=O)N(C)C(=O)N(C)C2=O)c(OC)c1	-3	-5	-3.0	1	0
23	C1CCC2S[C@H]3CCCCC3NC2C1 (some centres not stated)	-4	-5	-0.2	11	-5
24	CSc1nc(Cl)c(Br)c(N2CC2)n1	51*	-6	-1.1	-4	5

nr	N-glyco inh	Granule exo inh	PDI inh	ABCB6 inh 2	MC4R antag cAMP
13	2	-3	1	99	8
14	1	3	5	85	-2
15	1	0	·	99	6
16	18	22	1	98	18
17	-5	-2	3	98	-6
18	-1	4	-2	96	-6
19	0	4	-3	97	5
20	-4	15	-4	98	2
21	1	9	8	101	11
22	1	-1	-3	100	4
23	-1	-3	6	93	0
24	-1	1	1	99	-2

Next part:
nr	compound	H9c2 protect	CaV13 FRET inh	MC4R ag barr	HTR2A ag	ABHD5 PLIN5 PPI
25	O=C(C1CCCN(c2nnc(-n3cccc3)s2)C1)N1CCC2(CC1)OCCO2 (configuration not stated)	-9	-7	-1.6	8	-2
26	COc1ccc(C(c2nnnn2C2CCCCC2)N2CCC3(CC2)C(=O)NCN3c2ccccc2)cc1 (configuration not stated)	13	-6	·	0	-3
27	CC(=O)OC1N=C(c2ccccc2)c2cc(C)ccc2NC1=O (configuration not stated)	6	·	-1.7	0	3
28	COC(=O)C1=C(c2cc3ccccc3o2)C[C@@H]2CC[C@H]1N2C(=O)NCc1ccco1	-1	-12	-0.7	-4	23*
29	CC(=O)c1cn(Cc2ccccc2F)c2ccccc12	-16	0	1.5	8	12
30	COc1ccc(CCC(=O)N2C[C@H]3C[C@@H](C2)c2cccc(=O)n2C3)cc1	2	·	-0.5	3	-7
31	O=c1c2ccccc2nc(N2CCCC2)n1-c1ccccc1	4	-6	-0.5	-6	1
32	C[n+]1c(-c2ccccc2)cc(-c2ccc(O)cc2)cc1-c1ccccc1	-5	-6	-1.9	-1	2
33	CCOc1cc(C=C2C(=O)NC(=S)NC2=O)ccc1O	1	-6	-2.0	11	-2
34	c1ccc(CCN2CCC(N3CCN(c4ccccc4)CC3)CC2)cc1	1	-3	1.4	4	-1
35	COc1ccc(-n2c(O)c(C=NCCN(C)C)c(=O)[nH]c2=O)cc1	-2	-6	0.2	-2	-2
36	CCC(CO)(C(=O)OC1C[N+]2(C)CCC1CC2)c1ccccc1 (configuration not stated)	1	-4	1.5	0	-4

nr	N-glyco inh	Granule exo inh	PDI inh	ABCB6 inh 2	MC4R antag cAMP
25	2	0	10	98	3
26	-4	1	·	96	·
27	-1	0	3	98	12
28	0	-4	1	96	13
29	-2	-20	-1	229	-3
30	2	-5	·	102	-1
31	3	-4	-1	100	4
32	1	0	19	99	-2
33	0	2	10	i	4
34	-1	-1	-2	108	7
35	-1	2	-3	102	-1
36	1	1	-2	103	27

(continued)
nr	compound	H9c2 protect	CaV13 FRET inh	MC4R ag barr	HTR2A ag	ABHD5 PLIN5 PPI
37	Cc1nc2ccccc2c(=O)n1-c1cccnc1	8	-5	-0.6	-2	2
38	COc1ccc(-n2c(O)c(C(C)=NCCc3c[nH]c4ccccc34)c(=O)[nH]c2=O)cc1	3	-5	-0.2	2	-4
39	Cc1ccccc1CN1CCN(c2ccc(Cl)cc2)CC1	-6	-1	-0.4	-2	-7
40	CCC(=NC(C)c1ccccc1)c1c(O)[nH]c(=O)[nH]c1=O (configuration not stated)	0	-4	-0.9	6	4
41	Cc1[nH]c2ccccc2c1CCNCc1cccnc1	6	-3	-2.0	-2	-4
42	COC(=O)C1=C(c2ccc(-c3ccccc3)c(F)c2)C[C@@H]2CC[C@H]1N2C(=O)N1CCOCC1	-9	-10	0.5	-10	6
43	Cc1ccc2c(c1)CC1(CN2C)C(=O)NC(=O)N(CCC2=CCCCC2)C1=O (configuration not stated)	2	-1	-1.5	2	2
44	Cc1cc(C(=O)CN2CCCC2)c(C)n1-c1ccc(F)cc1	2	-9	-0.1	7	0
45	CC(=O)OC1CC(OC2C(O)CC(OC3C(O)CC(OC4CCC5(C)C(CCC6C5CCC5(C)C(C7=CC(=O)OC7)C(O)CC65O)C4)OC3C)OC2C)OC(C)C1OC1OC(CO)C(O)C(O)C1O (configuration not stated)	4	-5	15*	5	4
46	CN1C(=O)C(c2ccccc2)C(=O)N(C)C1=O	3	-19	2.1	2	0
47	CCCC(C)C1(CC)C(=O)NC(=Nc2ccc(F)cc2)NC1=O (configuration not stated)	-11	·	-0.9	6	-4

nr	N-glyco inh	Granule exo inh	PDI inh	ABCB6 inh 2	MC4R antag cAMP
37	3	-3	10	98	-4
38	0	9	4	98	14
39	-2	0	-9	105	3
40	1	4	14	83	-8
41	0	6	-2	97	-1
42	-4	-1	4	95	9
43	0	1	6	107	0
44	-3	-3	-6	102	5
45	-16	12	-1	98	11
46	2	0	5	98	30*
47	1	-4	-9	109	3
